GALR2 blocker – antagonists of human galanin receptor 2 (GALR2) | AID 828 | O43603 | inhibition, % at 4 µM | 140,000 tested, 0.39% active | GALR2-expressing cells, antagonist mode; in the data active = inhibition above about 27%;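 also: cells stimulated with galanin 1-16 at roughly its EC80; 0% = agonist challenge control and 100% = basal control without agonist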
Target sequence (O43603 whole entry, looked up): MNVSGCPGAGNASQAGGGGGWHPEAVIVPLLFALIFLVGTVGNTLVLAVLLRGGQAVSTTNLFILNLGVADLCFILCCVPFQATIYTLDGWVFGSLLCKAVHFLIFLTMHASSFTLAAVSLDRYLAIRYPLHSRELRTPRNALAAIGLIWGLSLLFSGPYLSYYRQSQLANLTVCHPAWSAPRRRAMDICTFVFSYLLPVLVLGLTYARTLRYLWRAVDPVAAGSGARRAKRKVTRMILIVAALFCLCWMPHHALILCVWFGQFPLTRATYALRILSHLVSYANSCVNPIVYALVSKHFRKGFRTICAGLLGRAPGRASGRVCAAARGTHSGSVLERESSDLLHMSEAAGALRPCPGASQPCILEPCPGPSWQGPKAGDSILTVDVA
NPY Y2 blocker – antagonists of human neuropeptide Y receptor Y2; P49146; NPY-Y2 expressing cells, antagonist mode; inhibition, % at 2.7 µM; 140,000 tested, 0.99% active; AID 793; in the data active = inhibition above about 17%;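 also: 0% = vehicle with agonist challenge and 100% = reference antagonist with challenge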
Target sequence (P49146 whole entry, looked up): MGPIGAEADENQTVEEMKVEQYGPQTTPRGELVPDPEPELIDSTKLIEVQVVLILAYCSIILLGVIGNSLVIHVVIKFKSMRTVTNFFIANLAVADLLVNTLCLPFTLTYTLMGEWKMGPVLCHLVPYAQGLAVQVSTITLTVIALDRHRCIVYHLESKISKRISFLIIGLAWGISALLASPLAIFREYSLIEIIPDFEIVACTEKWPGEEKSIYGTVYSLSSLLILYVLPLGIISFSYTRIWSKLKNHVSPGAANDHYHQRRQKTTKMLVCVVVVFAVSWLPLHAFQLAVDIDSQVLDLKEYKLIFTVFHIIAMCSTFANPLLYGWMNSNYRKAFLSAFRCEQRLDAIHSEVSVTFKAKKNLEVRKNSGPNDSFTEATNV
Yeast life ext – yeast lifespan extension | S. cerevisiae growth with nicotinamide, OD615; deaD strain in restrictive glucose medium | inhibition of the nicotinamide effect, % at 10 µM | 130,000 tested, 0.68% active;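 active = inhibition above a set limit, placed 3 SD over the median of all compounds, cut at about 26% in these data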;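 also: 0% = nicotinamide-treated wells and 100% = cells grown without nicotinamide; some compounds called inactive have numbers as strong as hits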
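System: Modified budding yeast, DeaD strain | Buffer or medium: Restrictive glucose medium | Also added: 1.5 mM nicotinamide | Doses: 10 µM single point, 0.25% DMSO | Schedule: 48 h compound exposure at 30 °C, humidified | Detection: Absorbance at 615 nm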
MRP1 act – activators of MRP-1. H69AR cells + doxorubicin, viability rescue, CellTiter-Glo. viability increase, % at 10 µM. 140,000 tested, 0.61% active;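 active = viability gain under doxorubicin at or above a set limit, the compound median plus 3 SD, cut at about 4.7% in these data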;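 also: MRP-1 overexpressing cells given doxorubicin 25 µM after compound pretreatment; 18-22 h compound pretreatment then 72 h with doxorubicin before readout; 0% = doxorubicin-only wells and 100% = vehicle-treated cells without doxorubicin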
Phagocytosis inh – inhibitors of macrophage phagocytosis; J774A.1 macrophage IgG-bead phagocytosis, imaging; inhibition, % at 5 µM; AID 1029; 110,000 tested, 0.07% active;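 active = inhibition above the mean of the plate negative controls plus 5 SD, cut at about 13% in these data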;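 also: phagocytic index as fraction of beads internalized from green versus red external bead signal; plate controls were DMSO negative control for no effect and cytochalasin-D positive control for full effect; some results beyond the cut were filed as inactive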
E-sel TNF inh – blocks E-selectin expression induced by TNF alpha; AID 1246; HUVEC TNFa-induced E-selectin immunofluorescence, high content; inhibition, % at 2 µM; 120,000 tested, 0.71% active;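 active = inhibition above the batch mean plus 3 SD, and confirmed as a hit on visual image review, cut at about 43% in these data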;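 also: 0% = TNF-stimulated DMSO wells and 100% = unstimulated control wells; not every result past the cut was called active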
BB579 growth dn – chemicals that inhibit yeast BB579 growth in restrictive medium (lifespan-shortening candidates); S. cerevisiae BB579 growth, OD615, 48 h; inhibition, % at 10 µM; 140,000 tested, 0.51% active; AID 804;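 active = inhibition above a set limit, 3 SD over the mean compound inhibition, cut at about 44% in these data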; also: inactives centre near -24
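Test system: S. cerevisiae DeaD strain BB579 yeast; Medium: restrictive CSMM-D medium; Compound: one dose, 10 µM compound with 0.25% DMSO; Incubation: 4 h cell preincubation, 48 h compound exposure, 30 °C humidified; Signal: OD at 615 nm; Benchmarks: amphotericin B at 10 µg/mL as positive control.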
Measles CPE – protection of cells from measles virus; Measles virus-infected cells, CPE protection, absorbance; protection (pct of control), % at 4 µM; AID 841; 140,000 tested, 1.5% active; in the data active = protection mostly above about 24%, no sharp cut-off; inactive = mostly below about 26%; also: some compounds called inactive have numbers as strong as hits
PTEN del growth – suppresses growth of cells with PTEN deletion; HCT116 PTEN-null viability, CellTiter-Glo, 60 h; hits give low values; AID 827; viability, % at 10 µM; 140,000 tested, 1.2% active;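 active = viability at or below a set limit, 4 SD under the median of all tested compounds, cut at about 3.7% in these data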;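 also: PTEN knockout HCT116 line with beta catenin targeted HCT116 as companion control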
bCat KO growth – beta-catenin-lacking colon tumor cell growth suppression; HCT116 beta-catenin knockout viability, CellTiter-Glo, 60 h; hits give low values; AID 818; viability, % at 10 µM; 140,000 tested, 1.5% active;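 active = viability at or under a set limit, the compound median less 4 SD, cut at about 6% in these data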;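 also: 0% = Hyamine 1622 control at 20 µM and 100% = untreated cell control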
* hit, by the source's call; nt = no result given. The order is random; overall some 6.3% were active at least once.

SMILES	GALR2 blocker	NPY Y2 blocker	Yeast life ext	MRP1 act	Phagocytosis inh	E-sel TNF inh	BB579 growth dn	Measles CPE	PTEN del growth	bCat KO growth
Cc1c(C(=O)Nc2cccc(Cl)c2)oc2ccc(S(=O)(=O)N3CCC4(CC3)OCCO4)cc12	-5.2	0.1	-19.0	-4.3	0.0	-30.8	-59.5	6.3	28.2	44.9
O=C(Nc1nc(-c2ccc3c(c2)OCO3)cs1)C1CC1	-11.7	1.2	-3.7	-0.1	-0.1	9.3	-29.1	1.9	82.2	80.1
COc1ccccc1-n1c(C)nnc1SCC(=O)NCc1ccccc1	2.8	-0.7	nt	-1.4	nt	2.7	-29.4	8.3	89.2	87.2
O=C(O)CCCN1C(=O)NC2NC(=O)NC21 (centres undefined)	2.5	5.1	-2.7	-1.4	-0.9	18.1	-24.7	15.4	94.0	98.0
O=C(O)c1ccc(NCc2cccnc2)cc1	-6.1	1.2	-11.2	-1.6	0.2	-19.9	-32.9	13.3	88.4	96.9
O=C(/C=C/c1ccc(OC(F)F)cc1)OCC(=O)N1CCN(C(=O)c2ccco2)CC1	-1.6	4.2	-2.7	-0.1	-7.1	nt	1.0	32.3	81.0	76.0
CCOc1cc2[nH]c(=S)n(CCC(=O)NCc3ccc(OC)cc3)c(=O)c2cc1OCC	0.9	2.1	-11.2	-0.3	0.0	-60.2	-52.2	25.3	102.5	87.4
Cc1sc2nc(CSCC(=O)N(C)c3ccccc3)[nH]c(=O)c2c1C	3.0	2.7	-2.3	-1.2	-6.0	nt	-41.1	24.8	72.4	76.0
COC(=O)c1c(NC(=O)c2ccccc2)sc(C(=O)c2ccccc2)c1C	-0.3	2.9	-9.3	-2.7	0.5	-15.8	-9.6	3.1	23.1	25.5
CC(C)=C(NC(=O)c1ccco1)C(=O)NCCc1nc2ccccc2[nH]1	10.4	0.3	-8.8	-0.5	1.5	nt	-28.6	13.0	103.8	101.2
CCC[C@@H]1C[C@@]1(CCC)[C@@H](NC(=O)c1ccccc1)c1ccc(C(=O)OC)cc1	0.7	6.2	0.8	-3.1	nt	-15.2	-38.4	4.6	58.7	56.8
COc1cccc(/C=N/NC(=O)CC(=O)NCCc2ccccc2)c1OC	-3.6	0.9	-3.5	-1.4	-0.1	-18.2	-36.6	1.4	95.7	93.6
CCCOCCOC(=O)C1=C(C)NC(=O)NC1c1cc(Cl)c(O)c(OC)c1 (centres undefined)	4.5	-1.2	-7.5	0.8	-0.9	nt	-53.0	7.9	93.7	94.9
CCOC(=O)c1ccc(NC(=O)CSc2nnc(C3CCCCC3)n2C)cc1	16.9	0.2	nt	-3.2	nt	2.2	-38.4	14.0	90.2	87.4
CCCC(=O)NCCc1cc2ccc(C)c(C)c2[nH]c1=O	3.5	6.4	-5.3	1.9	0.5	-5.2	5.0	8.5	96.6	97.7
CCOC(=O)c1cnc2c(Cl)cccc2c1NCCN(C)C	-0.1	1.1	-4.5	-1.6	-0.4	3.0	12.4	15.2	83.0	85.7
O=c1[nH]c2cnccc2n1-c1ccccc1	-5.8	3.0	-11.2	0.1	0.1	7.9	-80.7	17.9	110.7	92.7
C=CCn1c(CSCc2ccccc2)nnc1SCC(=O)N1CCN(c2ccccc2)CC1	-6.7	4.1	-2.0	-0.1	-4.7	nt	-32.1	13.8	63.6	64.1
O=C(Cc1ccc(-c2ccccc2)cc1)NCCN1CCOCC1	0.0	5.5	-6.8	-1.9	-0.5	94.9*	-13.4	4.9	88.0	84.4
CCC(C)(C)n1nnnc1C(c1ccc(Cl)cc1)N1CCN(C)CC1 (centres undefined)	7.7	4.3	-1.1	-0.9	-0.5	-15.7	-33.1	10.3	95.2	88.4
CC(=O)c1ccc(NC(=O)c2ccc(S(=O)(=O)c3ccccc3)cc2)cc1	-3.7	-0.3	-0.7	-0.1	-9.5	nt	-13.1	24.9	100.0	95.5
C/C(N)=C(/C#N)C(=O)COc1ncnc2ccccc12	11.1	1.2	-7.2	-1.3	nt	-33.1	-23.2	31.9	98.6	104.8
CCCCS(=O)CC(O)COc1ccc(C(C)(C)C)cc1 (centres undefined)	-16.6	0.4	-15.3	-1.0	0.4	28.0	-21.0	19.0	91.4	86.1
O=C(CSc1nc2cc(Cl)ccc2c(=O)n1Cc1ccco1)Nc1ccc(S(=O)(=O)N2CCOCC2)cc1	23.9	-0.7	3.4	-1.3	-3.3	nt	-44.0	22.9	86.3	90.5
COc1ccc(N2C(=O)[C@@H]3[C@H](C2=O)[C@H]2c4ccccc4C=CN2[C@@H]3C(C)=O)cc1	-0.6	1.1	11.3	-1.5	-1.2	-10.4	-28.8	12.2	93.5	92.5
O=C(NC(=S)Nc1ccccc1N1CCOCC1)c1ccc(-c2cccc(Cl)c2)o1	3.3	11.4	-1.2	5.2*	-1.0	nt	-41.1	1.5	73.0	76.0
O=C(NC1CCCCC1)c1cc(-c2ccco2)on1	-1.4	6.7	-4.1	-2.5	-2.8	nt	-35.2	3.6	95.2	89.2
Cc1nc2sc(C(c3ccco3)N3CCC(C)CC3)c(O)n2n1 (centres undefined)	14.2	-0.3	-8.5	-1.4	nt	3.9	-4.3	5.5	93.5	96.0
CCCCNC(=O)CCC(=O)Nc1ccc2nc(N3CCOCC3)cc(C)c2c1	5.0	1.3	-9.4	-1.5	nt	34.2	-52.5	8.5	102.4	90.3
Cc1c(C(=O)O)oc2ccc(S(=O)(=O)NCc3ccccc3)cc12	1.6	1.8	-5.5	-1.0	0.4	2.3	-16.4	5.4	97.5	90.6
COc1ccc(C(=O)NCCSc2ccccn2)cc1	10.7	1.4	-9.6	-0.1	-1.3	-44.7	-6.8	0.2	108.6	100.8
Cc1cc(NC(=O)c2cnn3c(C(F)F)cc(-c4ccccc4)nc23)no1	1.1	1.2	-6.5	-1.9	-0.5	-9.3	-22.7	10.5	82.7	94.9
CCC(C)N(C)Cc1cccc(C2(O)CCN(S(=O)(=O)c3ccc(F)c(C)c3)CC2)c1 (centres undefined)	-10.0	3.0	4.1	-2.9	-2.6	8.2	-9.5	7.6	47.1	46.6
O=C(NCCNC(=O)c1cc(OCC(F)(F)F)ccc1OCC(F)(F)F)Nc1ccc(Cl)cc1	-4.2	-4.5	-21.9	-5.7	-0.5	-46.4	-40.9	11.3	9.7	5.4*
O=C(O)c1cc(NCc2c(F)cccc2Cl)ccc1N1CCOCC1	-3.8	2.7	-0.3	-2.0	3.1	-7.8	0.8	4.5	91.6	90.2
CCN(CC)C(=O)CSc1nc2ccc(NC(=O)CSc3nnc(N)s3)cc2s1	-2.3	-1.3	14.1	-0.6	nt	-0.2	-92.8	9.7	84.7	76.8
CCn1ncc(/C=C2/SC(=S)NC2=O)c1C	-2.6	1.1	-1.7	-2.6	3.8	-10.9	-22.5	4.1	97.2	100.6
CNS(=O)(=O)c1cccc(C(=O)OCC(=O)N2CCc3ccccc3C2)c1	-15.5	2.2	-7.3	-0.9	-0.3	10.7	-54.8	9.8	106.0	89.3
CC(O/N=C/c1ccc(OC(F)F)cc1)C(=O)Nc1cccc(S(=O)(=O)N2CCOCC2)c1 (centres undefined)	5.7	3.3	-6.2	2.6	-11.7	nt	-24.9	7.8	82.7	89.1
CCOC(=O)CC1=C(C(=O)OCC)C(c2cc(OC)c(OC)cc2OC)C(C#N)=C(N)O1 (centres undefined)	1.4	1.6	-12.9	-0.3	-2.7	17.4	-41.6	4.8	107.2	109.7
COC(=O)CNC(=O)CNC(=O)Nc1ccccc1Cl	5.9	-2.0	-15.5	-1.1	0.2	nt	-38.1	18.2	95.2	110.3
CC(C)NC(=O)COC(=O)c1cc(=O)[nH]c2ccccc12	1.1	3.2	-0.7	0.4	nt	nt	-46.4	9.0	nt	100.7
N/C(CCCN1CCCCC1)=N/O	11.2	0.7	-9.8	0.6	-0.8	nt	3.1	12.7	95.4	93.2
Cc1ccc(S(=O)(=O)c2c(C)nn(C(C)(C)C)c2OC(=O)C(C)(C)C)cc1	-12.0	4.7	6.2	0.1	-1.2	nt	-79.3	11.2	96.2	75.2
Cc1cc(C)nc(N2CCC(C(=O)NC3CCCc4ccccc43)CC2)n1 (centres undefined)	0.5	3.4	-1.2	-3.4	-0.7	4.8	-17.1	13.7	101.7	91.8
O=C(CNC(=O)Cc1ccccc1)NCC(=O)OCc1ccc(C(=O)c2ccccc2)cc1	-1.5	4.3	-7.9	-2.5	-1.9	19.4	-28.5	56.5	81.5	102.7
O=C(O)c1ccccc1-c1nc2ccccc2n1-c1ccccc1	1.5	0.8	2.3	-1.2	-4.2	nt	-33.4	5.9	83.4	89.1
CCOC(=O)N1CCN(C(=O)CS(=O)(=O)c2cn(Cc3ccccc3C)c3ccccc23)CC1	5.5	5.0	-1.9	-3.2	nt	-14.7	-44.5	9.1	86.0	96.8
O=C(Oc1ccc(Br)cc1C(=S)N1CCCC1)c1ccccc1F	-3.6	4.5	4.5	0.2	-7.2	nt	-7.2	13.8	100.6	91.6
COc1ccc(S(=O)(=O)/N=C2/NC(=O)/C(=C\c3cc(OC)c(OC)cc3[N+](=O)[O-])S2)cc1	-17.5	1.0	-18.9	-0.5	-0.3	15.9	-46.0	14.8	98.3	104.4
O=C1Cc2ccccc2C(=O)N1CCc1ccccc1	9.5	-1.1	-8.7	-3.8	2.7	0.5	42.1	9.2	99.2	95.5
CCOC(=O)CC(NC(=O)c1cc2ccccc2oc1=O)c1cccc([N+](=O)[O-])c1 (centres undefined)	1.6	2.2	3.2	-1.2	-3.5	nt	-43.8	19.6	85.4	97.0
Cc1ccc(C2C(C#N)=C(N)Oc3nc(-c4ccccc4)[nH]c32)o1 (centres undefined)	7.6	3.1	1.9	-2.5	4.0	nt	-11.9	8.5	86.4	89.9
O=C(NCC1CCCO1)C(c1cccnc1)N(C(=O)Cc1cccs1)c1ccccc1 (centres undefined)	-3.6	-1.7	-26.0	-2.9	nt	-10.5	-10.8	30.1	86.2	104.9
Cc1cccc(C)c1NC(=O)C1(NC(=O)C2CCCN2C(=O)OC(C)(C)C)CCCCC1 (centres undefined)	-17.9	3.8	-12.8	-4.1	1.7	nt	-8.9	1.8	66.6	72.7
O=C(c1cc2ccccc2oc1=O)N(Cc1ccco1)C1CCS(=O)(=O)C1 (centres undefined)	-3.9	1.6	-12.7	-0.6	0.0	13.0	1.4	9.1	98.5	107.7
C=CCNc1nc(-c2c(C)nc3sccn23)cs1	-1.3	4.7	-9.9	0.2	nt	-13.3	-14.8	4.7	73.9	78.7
Cc1ccc(CNC(=O)c2oc3ccc(S(=O)(=O)N4CCOCC4)cc3c2C)cc1	6.0	3.0	-8.1	1.1	-1.6	9.9	-15.1	2.9	74.0	80.8
